High-throughput results: PubChem, several laboratories
NPY-Y2 PAM-ag = human NPY-Y2 potentiation or agonism, primary screen; activation, % at 3.6 µM; cells expressing NPY-Y2, potentiator/agonist read-out; 0.45% of 220,000 active; AID 1359; P49146; in the data active means activation above about 27%;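 further: cells stimulated with NPY near EC25 plus isoproterenol at EC100; 0% = vehicle plus submaximal agonist and 100% = vehicle plus saturating agonist; some results beyond the cut were filed as inactive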
BaF3 tox = counter-screen for JAK2V617F inhibitors: parental Ba/F3 viability inhibitors; inhibition, % at 5.6 µM; CellTiter-Glo ATP luminescence; 1.1% of 220,000 active;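 active means inhibition above a per-campaign cutoff, the mean inhibition of all tested compounds plus 3 SD, cut at about 27% in these data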;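 further: 0% = DMSO wells and 100% = JAK Inhibitor I control wells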
NPY1 pot ag = potentiators or agonists of human neuropeptide Y receptor Y1; P25929; NPY-Y1 expressing cells, potentiator/agonist activation; activation, % at 3.6 µM; 0.37% of 220,000 active; AID 1304; in the data active means activation above about 33%, passing the limit was not always enough;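 further: cells stimulated with NPY at EC10 then isoproterenol at EC100; 0% = low agonist plus stimulus and 100% = saturating agonist plus stimulus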
Target sequence (P25929 whole entry, looked up): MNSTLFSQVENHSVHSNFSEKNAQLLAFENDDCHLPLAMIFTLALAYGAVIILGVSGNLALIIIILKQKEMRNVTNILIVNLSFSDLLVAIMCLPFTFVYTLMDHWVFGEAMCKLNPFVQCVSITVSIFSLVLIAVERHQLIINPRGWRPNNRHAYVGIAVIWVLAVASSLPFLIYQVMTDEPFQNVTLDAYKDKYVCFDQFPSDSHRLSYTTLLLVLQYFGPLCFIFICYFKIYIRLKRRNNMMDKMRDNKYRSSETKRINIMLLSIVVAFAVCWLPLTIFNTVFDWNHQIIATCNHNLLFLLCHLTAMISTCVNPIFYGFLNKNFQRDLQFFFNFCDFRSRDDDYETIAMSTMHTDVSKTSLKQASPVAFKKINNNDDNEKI
Ba/F3 V617F tox = loss of viability in JAK2V617F-driven Ba/F3 cells | Ba/F3 EpoR-JAK2V617F viability, ATP luminescence | inhibition, % at 5.6 µM | 1.1% of 220,000 active | AID 1446;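 active means inhibition above the campaign mean plus 3 SD over all tested compounds, cut at about 24% in these data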;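 further: cytokine-independent growth of Ba/F3 cells driven by EpoR plus mutant JAK2; 0% = DMSO-treated cells and 100% = JAK inhibitor I control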
S1P4 antagonist = blocks the human S1P4 receptor | S1P4-expressing cells, antagonist mode, reporter read-out | 0.26% of 220,000 active | inhibition, % at 4.98 µM | AID 1510 | O95977; in the data active means inhibition above about 29%;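 further: 0% = wells stimulated with agonist and 100% = vehicle wells without agonist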
Target sequence (O95977 whole entry, looked up): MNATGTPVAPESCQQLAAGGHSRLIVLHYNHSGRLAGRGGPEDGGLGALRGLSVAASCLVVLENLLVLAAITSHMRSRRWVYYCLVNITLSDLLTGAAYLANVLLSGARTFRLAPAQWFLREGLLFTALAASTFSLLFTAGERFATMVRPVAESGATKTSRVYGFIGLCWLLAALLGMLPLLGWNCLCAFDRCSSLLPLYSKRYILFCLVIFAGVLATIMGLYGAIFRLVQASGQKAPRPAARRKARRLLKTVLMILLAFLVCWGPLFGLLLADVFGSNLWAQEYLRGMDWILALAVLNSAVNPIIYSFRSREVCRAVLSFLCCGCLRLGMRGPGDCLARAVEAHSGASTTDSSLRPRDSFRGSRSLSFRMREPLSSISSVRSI
Runt-CBFb FRET = blocks binding of human RUNX1 Runt domain to CBFb. Q01196+Q13951. Cerulean-Runt/Venus-CBFb FRET ratio 530/480, 1 h. inhibition, % at 20 µM. 0.46% of 220,000 active. AID 1496;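 active means inhibition over about 50% at 20 µM in the single-dose screen, limit read from the data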;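 further: 0% = DMSO wells and 100% = excess unlabeled CBFb competitor control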
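Buffer or medium: Tris pH 7.5 buffer with BSA. Assay system: Cerulean-labeled Runt domain protein. Amount: each fluorescent fusion protein 100 nM. Read-out basis: loss of energy transfer signal. Incubation: 1 h compound exposure, room temperature. Probe or stimulus: Venus-CBFb binding partner, 100 nM. Detection: FRET, excitation 422 nm, emission at 530 and 480 nm.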
S1P4 ag = activates the human S1P4 receptor. S1P4-expressing cell line, agonist reporter assay. O95977. activation, % at 4.98 µM. 0.35% of 220,000 active; in the data active means activation above about 11%;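 further: 0% = DMSO vehicle and 100% = reference agonist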
RBBP9 inh = human RBBP9 hydrolase inhibition. O75884. recombinant RBBP9, FP-Rh probe fluorescence polarization. inhibition, % at 7.94 µM. 0.2% of 220,000 active. AID 1515;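 active means inhibition above the campaign mean of all tested compounds plus 3 SD, cut at about 14% in these data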;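 further: plate controls were DMSO wells with RBBP9 for no effect and wells lacking RBBP9 protein for full effect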
Target sequence (O75884 whole entry, looked up): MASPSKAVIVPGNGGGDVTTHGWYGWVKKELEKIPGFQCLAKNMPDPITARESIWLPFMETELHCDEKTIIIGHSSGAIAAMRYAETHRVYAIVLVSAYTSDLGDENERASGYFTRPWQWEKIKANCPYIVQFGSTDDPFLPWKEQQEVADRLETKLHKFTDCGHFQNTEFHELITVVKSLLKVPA
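Material: RBBP9 protein. Amount: RBBP9 at 2.5 µM in dispensed solution, before mixing. Schedule: 30 min then 45 min, 25 °C. Medium: Tris buffer pH 8.0, NaCl, Pluronic. Measured by: fluorescence polarization. Measure: percent inhibition from mP, scaled between DMSO and no-protein wells. Replication: one well per compound.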
NPY-Y1 antag = blocks the human neuropeptide Y Y1 receptor; P25929; HEK293-CNG Y1 cells, membrane potential fluorescence; NPY at EC95, then isoproterenol; inhibition, % at 3.6 µM; 1% of 200,000 active; AID 1040;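 active means inhibition above the campaign mean inhibition of all tested compounds plus 3 SD, cut at about 20% in these data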;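 further: 0% = DMSO wells given NPY plus isoproterenol and 100% = isoproterenol alone without NPY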
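Material: HEK293 cells co-expressing NPY Y1 receptor and cyclic-nucleotide gated channel. Timing: compound incubation 1 h at room temperature, readout 45 min post-stimulation. Signal: fluorescence, membrane potential probe.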
* hit, by the source's call; . = not tested or not shown.

SMILES	NPY-Y2 PAM-ag	BaF3 tox	NPY1 pot ag	Ba/F3 V617F tox	S1P4 antagonist	Runt-CBFb FRET	S1P4 ag	RBBP9 inh	NPY-Y1 antag
COc1ccc(N2C(=O)C(CN3CCCCC3)C2c2ccccc2)cc1 (centres undefined)	-13	4	3	-2	5	2	1.6	-5	7
Cc1nn(C)c(C)c1CN(C)C(=O)CCCC(=O)O	-4	93*	-16	-2	3	0	0.1	-1	-5
O=C(COc1cccc2cccnc12)NCc1cccs1	-9	1	7	1	-4	-1	1.3	-9	8
COc1cc2c(cc1OC)CN(C(=S)Nc1ccc(OC(F)F)cc1)CC2	16	5	30	-3	-8	2	2.1	1	-5
FC(F)(F)c1ccccc1/C=N/Nc1ccccn1	8	1	-16	0	0	-1	0.5	-1	6
CC1(C)CC(=O)CC(=Nc2ccc3[nH]c(=O)[nH]c3c2)C1	13	1	8	-1	1	0	-0.1	-8	4
[O-]/C(=C(\C(=S)NCc1ccccc1)[n+]1ccccc1)c1ccc(Cl)cc1	-6	5	-5	0	6	3	0.9	-4	7
CCOc1ccc(N(C(=O)c2cc3ccccc3oc2=O)C2C=CS(=O)(=O)C2)cc1 (centres undefined)	-1	0	-10	0	-1	0	1.2	0	2
COc1cccc(CNC(=O)CN2C(=O)CSc3ccc(S(=O)(=O)N4CCCC4)cc32)c1	-12	2	-19	3	6	-1	0.0	12	5
CCOC(=O)Cc1nnc(Nc2ccc(C)cc2C)c2ccccc12	6	6	-17	0	-14	-3	1.4	-7	1
Cn1c(SCC(=O)NCc2ccc3c(c2)OCO3)nnc1-c1c[nH]c2ccccc12	2	4	-12	3	0	2	-0.7	-3	2
CCOC(=O)c1sc(NC(=O)CCN2C(=O)c3ccccc3C2=O)c(C(=O)OCC)c1C	5	5	-15	1	-1	-10	1.7	4	3
Cc1nn(Cc2ccccc2Cl)c(C)c1C(=O)NC1=NCCS1	-5	1	-3	-2	-10	1	-1.3	1	6
Cc1ccc(Cn2c(=O)c3ccccc3n3c(CCC(=O)O)nnc23)cc1	-13	4	6	-2	-8	.	1.4	9	-4
CCCNC(=O)CN(C)S(=O)(=O)c1c(C)cc(C)cc1C	-6	6	-16	1	0	-3	0.0	6	-1
Cn1c(=O)cc(OCC(=O)NCCCN2CCN(c3ccccc3F)CC2)c2ccccc21	-8	4	9	4	-3	2	-1.6	-3	5
CC(C)(O)C#Cc1ccc(CN2CCCC(CO)(Cc3cccc(Cl)c3)C2)cc1 (centres undefined)	-5	1	6	-4	-12	.	1.4	-1	4
CN(C)c1ccc(C(=O)c2ccc(O)cc2O)cc1	-26	4	-15	8	-7	-1	1.7	3	9
CSc1cccc(NC(=S)N2CCC(N(C)C3CCCCCC3)CC2)c1	-12	11	0	5	-4	1	-2.1	2	11
COc1cc(C(=O)OCC(C)=O)ccc1OCc1c(C)noc1C	-11	24	10	39*	-34	1	-1.1	1	3
O=C(C1CC1)N1CCc2cc(Br)cc(S(=O)(=O)NCc3ccccn3)c21	18	4	14	-3	-12	1	1.2	0	-2
O=C(NCC(c1cccs1)N1CCOCC1)c1ccc(Br)o1 (centres undefined)	2	7	2	-1	-13	0	1.2	-9	2
Cc1ccccc1/C=N/NC(=O)CSc1nc2ccccc2o1	-7	3	9	0	6	-2	0.9	0	13
COc1cccc(-c2cc3nc(-c4ccccc4)cc(N4CCCC(O)C4)n3n2)c1 (centres undefined)	-1	9	8	4	-4	-8	-0.6	-26	0
Cc1ccc(-c2[nH]ncc2/C=N/n2c(COc3ccccc3C)nc3ccccc3c2=O)cc1	-2	6	-20	1	7	0	-0.7	-9	0
CS(=O)(=O)NNC(=O)c1sccc1OCc1ncc(C(F)(F)F)cc1Cl	-13	10	8	1	-11	0	1.5	-3	.
Cc1ccc(C)n1-c1nn(S(=O)(=O)c2ccccc2)c2cccc(F)c12	-11	-3	8	3	12	-1	-0.4	-6	.
Cc1cc(Cl)ccc1NC(=O)CCCN1C(=O)CCC1=O	17	2	1	-3	-5	1	0.4	-4	7
CCCOc1ccc(-c2nn(-c3ccccc3)cc2/C=C2\SC(N)=NC2=O)cc1	-7	5	1	-1	0	-1	1.3	-11	4
COc1cccc(C(=O)Nc2nnc(Cc3ccc(OC)c(OC)c3)s2)c1	-2	1	16	-4	-5	5	-2.0	-7	.
COc1cc(/C=N/NC(=O)COc2ccccc2C)ccc1OC(=O)c1cccs1	15	0	6	-3	-23	21	1.4	-2	3
COc1cc(C)c(C#N)c(OC)n1	15	7	3	-3	-2	-1	1.2	-8	2
C/C(CC(C)(C)c1ccccc1)=N\NS(=O)(=O)c1ccccc1	-2	1	0	-3	3	0	-3.1	0	-6
CC(C)(C)C(=O)COC(=O)c1cc2ccccc2cc1O	-11	2	-17	0	-6	-3	-3.3	3	12
CCN(CC)C(=O)C1=C(C)NC(=S)NC1c1ccc(C)s1 (centres undefined)	0	6	15	2	-9	4	1.8	-3	2
CN(C)C(=O)CN(c1ccc(F)c(Cl)c1)S(C)(=O)=O	-9	0	-14	-1	-24	2	-1.1	-6	0
O=C(Nc1nnc(/N=C/c2ccco2)s1)c1ccc(F)cc1	11	2	-12	-1	-3	1	0.5	-7	-10
COCCSc1nnc(NC(=O)C2CC(=O)N(c3ccc(C)cc3)C2)s1 (centres undefined)	-10	-1	-20	-4	-3	1	-2.0	-4	5
CC1=CC(C)(C)n2c(O)c(N=NC(N)=S)c3cccc1c32	13	3	-11	-4	-7	-1	0.6	-5	-5
Cc1ccc(-c2nc3ccccc3s2)cc1NC(=O)c1ccc2c(c1)OCO2	5	3	2	-1	-6	-3	-0.1	-7	-3
Cc1cc(=O)oc2cc(OCC(=O)OCC(=O)N(CCC#N)c3ccccc3)ccc12	-4	6	14	4	-4	-3	0.0	-12	-1
O=C(NN1C(=O)C2C3C=CC(C3)C2C1=O)c1ccco1 (centres undefined)	3	2	-19	-1	0	-1	1.7	-5	-3
Cc1ccc(CN2CCN(Cc3ccccn3)CC2CCO)cc1 (centres undefined)	-1	-1	-16	0	-18	1	0.6	-4	-4
CN1C(=O)[C@@H]2[C@@H]3C[C@@H]([C@H]4ON=C(c5ccc(Cl)cc5)[C@@H]34)[C@@H]2C1=O	-3	4	-8	1	-2	1	1.7	-1	-2
CCc1cc2c3c(c1)C(C)CC(C)(C)N3C(=O)C2=O (centres undefined)	4	4	-8	0	-8	0	-1.4	0	11

Ordered by value in NPY1 pot ag (lowest first): some entries from above.
molecule | NPY1 pot ag
CN(C)C(=O)CN(c1ccc(F)c(Cl)c1)S(C)(=O)=O | -14
Cc1ccc(-c2nc3ccccc3s2)cc1NC(=O)c1ccc2c(c1)OCO2 | 2
CCN(CC)C(=O)C1=C(C)NC(=S)NC1c1ccc(C)s1 (centres undefined) | 15

Additional compounds:
SMILES	NPY-Y2 PAM-ag	BaF3 tox	NPY1 pot ag	Ba/F3 V617F tox	S1P4 antagonist	Runt-CBFb FRET	S1P4 ag	RBBP9 inh	NPY-Y1 antag
COc1cccc(-c2nnc3sc(-c4ccccn4)nn23)c1	-5	4	-20	1	7	-3	-1.4	5	1
Cc1ccc(NC(=O)CCNC(=O)c2ccc([N+](=O)[O-])cc2)cc1S(=O)(=O)N(C)C	-5	5	-12	0	-11	1	2.5	0	-6
Cc1ccc(/C=N\NC(=O)c2cc([N+](=O)[O-])cc([N+](=O)[O-])c2)o1	-5	2	2	0	-3	2	0.9	0	-4
COc1ccc(Br)cc1S(=O)(=O)N1CC(C)OC(C)C1 (centres undefined)	3	1	-30	-3	0	1	0.2	-4	8
O=C(Nc1ccc(CCC(=O)N2CCCC2)cc1)c1ncn[nH]1	6	4	13	-1	-16	-1	-1.6	-2	-4
COc1cc2c(cc1OC)C(C(=O)Nc1ccccc1N1CCN(C)CC1)C1c3ccccc3CCN1C2=O (centres undefined)	0	8	5	0	9	0	0.5	1	-2
CC(C)(C)c1cc(N)n2nc(C(C)(C)C)cc2n1	-12	0	8	-4	1	3	0.3	7	13
CC(C)C(c1nnnn1Cc1ccc(F)cc1)N1CCN(C2CCCC2)CC1 (centres undefined)	-16	6	-16	3	14	2	1.5	7	10
Cc1cc([N+](=O)[O-])nn1CC(=O)N/N=C/c1ccc(O)cc1O	-11	0	-20	-1	-132	4	0.8	2	.
O=C(/C=C/c1cccc(F)c1)N1CCc2ccccc21	-16	-3	-11	-3	-21	-5	0.5	-4	9
COc1ccc(/C=C(\C#N)C(=O)OCC(=O)NCc2ccccc2Cl)cc1	-14	-1	21	-1	-15	-8	0.3	4	-1
Cc1cc(/C=C(\C#N)c2nc3ccccc3[nH]2)c(C)n1C	5	5	5	0	-9	-28	2.6	1	2
CCc1c(C)sc2nc(SCC(=O)Nc3cc(C)on3)n(CCOC)c(=O)c12	-4	3	-3	3	10	-3	1.2	-10	4
CC1=N/C(=C\c2ccc([N+](=O)[O-])cc2)C(=O)N1c1cc(Cl)ccc1C	14	2	4	-4	10	0	-1.2	-5	0
CCOc1ccc(S(=O)(=O)NC(Cc2cnc[nH]2)C(=O)O)cc1 (centres undefined)	-8	0	-9	2	-15	0	0.0	-3	-2
O=c1c2cc(NC(=S)N3CCCCC3)ccc2nc2n1CCCCC2	1	1	-7	-1	2	2	0.8	-1	-4
Cc1ccc(NS(=O)(=O)c2ccc(NC(=O)c3cccs3)cc2)c(C)c1	-6	5	-6	-1	-7	-1	1.9	-32	-7
O=C(Nc1cccc2ccccc12)c1cc2c(cc1Br)OCO2	-6	-1	5	0	-14	0	0.8	-9	.
c1coc(-c2nnc3n2C2(CCCC2)Cc2ccccc2-3)c1	-7	6	11	2	-10	0	-0.6	-4	-1
COc1cc(/C=C2/C(C)=C(C#N)c3nc(N)c(C#N)c(C)c32)ccc1OCC(=O)O	-6	3	6	-1	10	3	0.6	3	-2
CN1CCN(CC(=O)NN2CC(=O)N(c3ccc(F)cc3)CC2=O)CC1	-12	0	16	-2	-10	-1	1.5	2	.
O=C(NN1C(=O)c2ccccc2NC1c1ccoc1)c1ccc([N+](=O)[O-])cc1 (centres undefined)	7	8	8	0	-11	.	0.0	-6	-1
CCOC(=O)c1sc(N)c(C#N)c1COC(=O)CNC(=O)c1ccccc1	0	0	3	-3	-20	-4	0.4	-10	3
O=C(Nc1ccc2nc(-c3ccc(Br)o3)[nH]c2c1)c1ccco1	-4	1	5	0	-6	11	0.9	-4	12
NC(=O)C1CCN(C(=O)c2cnn(-c3ccccc3)c2NC(=O)c2ccco2)CC1	0	4	18	-2	-12	1	1.7	-6	12

Reformatted as labelled records: entries from further up.
CCOC(=O)c1sc(N)c(C#N)c1COC(=O)CNC(=O)c1ccccc1
  NPY-Y2 PAM-ag = 0 | BaF3 tox = 0 | NPY1 pot ag = 3 | Ba/F3 V617F tox = -3 | S1P4 antagonist = -20 | Runt-CBFb FRET = -4 | S1P4 ag = 0.4 | RBBP9 inh = -10 | NPY-Y1 antag = 3

O=C(Nc1ccc2nc(-c3ccc(Br)o3)[nH]c2c1)c1ccco1
  NPY-Y2 PAM-ag = -4 | BaF3 tox = 1 | NPY1 pot ag = 5 | Ba/F3 V617F tox = 0 | S1P4 antagonist = -6 | Runt-CBFb FRET = 11 | S1P4 ag = 0.9 | RBBP9 inh = -4 | NPY-Y1 antag = 12
